Source: PubChem
Chronic BCR inh – inhibitors of chronic active B-cell receptor signaling; ABC-DLBCL IkBa-CBG/CBR reporter, luminescence ratio, 4 h; Potency, µM (titrated, usually from 46.1 µM), for the others: top-dose ratio change, negative = lower green/red ratio, hits mostly inhibitors; actives 0.05% (n = 340,000); AID 493014; active means well fitted inhibition curve with a large enough effect in the signal ratio, with a control signal flat, not every such curve was filed as active; inconclusive means small, poorly fitted or top-dose-only effect, or effect the other way, or a change in a side signal; the % refers to the signal ratio;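 further: potency means the concentration at half of the fitted maximal effect; plate controls were basal doxycycline-induced cells for no effect and cells given 10 µM MG132 for full effect; MG132 reads +100%, hits lower the ratio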
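Cell line TMD8 (human ABC DLBCL), stably expressing tet-inducible CBG68-IkBa fusion and CBR; IMDM/0.5% FBS; cpd up to 46 uM; dox induction, 4 h, 37C/5% CO2; dual luminescence; green/red ratio; MG132 control.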
hERG WT inh – inhibitors of human wildtype KCNH2 potassium channel; Q12809; U2OS, BacMam KCNH2, thallium flux FluxOr; hits give low values; activity change, % at 1.84 µM; actives 0.37% (n = 340,000); AID 720551;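 active means maximum activity change below -70%; inconclusive means maximum activity change between -70% and -50%; inactive means maximum activity change above -50%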; further: on the % scale 0 is the no-effect control and ±100 the full control effect
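U2OS cells were transduced with wild-type KCNH2 virus (2.03 x 10^8 / mL) for 4 h at room temperature, then cultured overnight at 37 C. Thallium flux was read with FluxOr dye. Rate constants were normalized to DMSO controls.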
FBPA coupling cs – coupling enzyme interference in Giardia aldolase counter-screen. coupling enzyme system counterscreen, AmpLite Red fluorescence. activity change, negative = inhibition, % at 58.2 µM, hits read low. actives 0.67% (n = 290,000). AID 2472; in the data active means activity change below about -30%; further: on the % scale 0 is the no-effect control and ±100 the full control effect
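Activity here indicates interference with the coupling reaction, not aldolase inhibition. Compounds at 57.5 uM final met coupling enzymes for 10 min at RT; substrate and AmpLite Red detection followed, with a 525/598 nm fluorescence read after 20 min.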
GALK inhibitor – inhibitors of human galactokinase; P51570; Purified GALK, Kinase-Glo residual ATP luminescence; Potency, µM (highest dose often 57.5 µM), for the others: top-dose activity change, negative = inhibition, usual class: inhibitors; actives 0.007% (n = 270,000); AID 1868; further: potency means the concentration at half of the fitted maximal effect; on the % scale 0 is the no-effect control and ±100 the full control effect
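Galactose (100 uM) and ATP (35 uM) were turned over by 5 nM GALK for 1 h at RT. Kinase-Glo Plus then converted the remaining ATP into a luminescent signal.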
Tb PFK block – inhibitors of T. brucei phosphofructokinase; actives 0.17% (n = 330,000); O15648; AID 485367; T. brucei PFK, ADP-Glo luminescence; Potency, µM (doses to about 57.5 µM), without a hit: at the top dose activity, negative = inhibition, actives largely listed as inhibitors;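 further: potency means the concentration at half of the fitted maximal effect; 0% = uninhibited 1x PFK enzyme wells and -100% = no-enzyme wells; nearly all actives have a fitted effect of over 60% in size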
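Compounds were pin-transferred as a titration series up to 57 uM into substrate buffer (0.5 mM F6P, 0.1 mM ATP, pH 8.0), then 1.25 nM PFK was added and reactions ran 45 min before ADP-Glo detection.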
TSHR antag – antagonists of human thyroid stimulating hormone receptor | actives 0.2% (n = 330,000) | TSHR-expressing cells, TSH-stimulated cAMP HTRF, 2 h; hits give low values | activity change, negative = inhibition, % at 11.5 µM | P16473;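 active means activity change below a set negative limit, meaning inhibition stronger than a set level, cut at about -70% in these data; inconclusive means activity change between two set negative limits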; further: on the % scale 0 is the no-effect control and ±100 the full control effect
Target sequence (P16473 whole entry, looked up): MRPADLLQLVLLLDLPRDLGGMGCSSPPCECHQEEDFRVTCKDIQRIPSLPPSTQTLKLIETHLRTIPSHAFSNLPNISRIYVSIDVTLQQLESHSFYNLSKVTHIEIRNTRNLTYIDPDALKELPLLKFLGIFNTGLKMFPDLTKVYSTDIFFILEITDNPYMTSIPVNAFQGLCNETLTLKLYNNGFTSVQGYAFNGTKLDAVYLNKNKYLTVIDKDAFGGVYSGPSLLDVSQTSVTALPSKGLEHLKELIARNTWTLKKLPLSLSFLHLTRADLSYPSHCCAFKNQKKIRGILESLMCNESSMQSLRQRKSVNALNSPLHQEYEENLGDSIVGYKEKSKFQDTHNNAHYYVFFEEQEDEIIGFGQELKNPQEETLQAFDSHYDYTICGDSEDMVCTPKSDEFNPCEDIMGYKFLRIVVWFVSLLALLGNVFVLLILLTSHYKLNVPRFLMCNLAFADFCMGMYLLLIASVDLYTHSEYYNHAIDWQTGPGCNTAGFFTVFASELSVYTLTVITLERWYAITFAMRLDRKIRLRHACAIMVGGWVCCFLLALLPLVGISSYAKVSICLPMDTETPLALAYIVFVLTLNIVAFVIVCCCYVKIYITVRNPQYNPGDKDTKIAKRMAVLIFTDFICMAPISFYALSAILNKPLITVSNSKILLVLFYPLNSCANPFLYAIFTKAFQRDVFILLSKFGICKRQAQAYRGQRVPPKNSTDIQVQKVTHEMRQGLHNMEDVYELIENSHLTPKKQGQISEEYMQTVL
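TSHR-expressing cells, 200/well, pre-treated with compound, then stimulated with EC80 TSH (4nM final) for 2 hours at 37 deg C. cAMP measured by competitive HTRF: anti-cAMP cryptate antibody in lysis buffer plus cAMP-d2, read after 30 minutes at room temperature.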
TCR act – activates T cell receptor signaling; primary human leukocytes, anti-CD3, IL-2 HTRF, 48 h; Potency, µM (highest dose often 9.22 µM), for the others: at the top dose activation of IL-2 secretion, actives largely listed as activators; 330,000 tested, under 10 active; AID 504894; further: % of control where 0% means no effect
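Using a-CD3 beads without co-stimulation, primary human leukocytes were exposed to compounds for 48 hr. An HTRF IL-2 kit measured the cytokine, with europium-to-d2 energy transfer producing emission at 665nm upon 320nm excitation.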
MLL CXXC-DNA inh – blocks binding of human MLL CXXC domain to DNA. Q03164. MLL-CXXC / FITC-HOXA9 DNA fluorescence polarization. Potency, µM (series often up to 115 µM), without a hit: top-dose activity change, negative = inhibition, most hits filed as inhibitors. actives 0.037% (n = 290,000). AID 2662; active means well fitted inhibition curve with a large enough effect in the polarisation, with a control signal flat, not every such curve was filed as active; inconclusive means small, poorly fitted or top-dose-only effect, or effect the other way, or a change in a side signal; inactive means no such curve, though single readings can be large or run the other way; the % refers to the polarisation; further: potency means the concentration at half of the fitted maximal effect
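Purified MLL-CXXC (added from a 7 uM solution) was preincubated 5 min at ambient with pinned compounds in 50 mM Tris-HCl pH 7.5, 50 mM NaCl, 1 mM DTT, 0.05% BSA. Fluorescein-labeled HOX-A9 DNA (50 nM solution) followed, 30 min, then polarization read.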
AT treatment – candidate therapy for ataxia-telangiectasia; Potency, µM (series often up to 57.5 µM), for inactives: at the top dose activation, actives largely listed as activators; […] A-T fibroblasts, KAP-1 phosphorylation AlphaLISA; neocarzinostatin DNA damage 30 min before lysis; AID 485349; actives 0.19% (n = 320,000); further: potency means the concentration at half of the fitted maximal effect; % of control where 0% means no effect; nearly all actives have a fitted effect of over 45% in size
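hTERT-immortalized A-T patient fibroblasts ([…]), 500 cells/well in OPTI-MEM, 1% FBS, got compounds for 60 min, then NCS for 30 min at 37C. Lysates were then assayed for phospho-KAP-1 by AlphaLISA (anti-pKAP1 donor, anti-KAP1 acceptor beads), 6 hr at 25C.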
Giardia killer – kills Giardia lamblia; Giardia lamblia trophozoite viability; activity change, % at 7.66 µM, hits read low; actives 0.15% (n = 340,000); in the data active means activity change below about -80%; inconclusive means between about -30% and that limit;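 further: parasites exposed to compound for two days anaerobically before the ATP read; on the % scale 0 is the no-effect control and ±100 the full control effect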
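Luminescent ATP signal served as the viability read-out, measured 15-30 min after adding ATP detection reagent to trophozoites that had been incubated with compounds for 48 hrs at 37 deg C anaerobically at 100 cells/well.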
* hit, by the source's call; ? = inconclusive; . = no result given; [ ] = remark or other dose. Unless noted, the call rests on the fitted dose curve; in most records, active means well fitted curve in the direction sought with a large enough effect; inconclusive means small, poorly fitted or top-dose-only effect, or another doubt; inactive means no such curve, though single readings can be large; an effect the other way counts as inactive or inconclusive.

no.	structure	Chronic BCR inh	hERG WT inh	FBPA coupling cs	GALK inhibitor	Tb PFK block	TSHR antag	TCR act	MLL CXXC-DNA inh	AT treatment	Giardia killer
1	CCOC(=O)[C@H]1[C@H]2COc3ccc(Br)cc3[C@@H]2N2C(=O)CN(Cc3ccc(C)cc3)C(=O)[C@@]12C	9%	-11	.	.	-1%	-12	4%	.	9%	-14
2	COc1cc(/C=C2\SC(=Nc3ccccc3)N(CCc3c[nH]c4ccccc34)C2=O)ccc1OC(C)C(=O)O (stereo not drawn)	?	-4	1	-5%	-7%	36	-2%[46.1 µM]	5%	1%	-18
3	COc1cc2c(c(OC)c1OC)C(=O)CC2	8%	7	-2	-1%	4%	-8	-1%	-10%	-4%	-4
4	COC(=O)c1ccc(NC(=O)CN2CCN(CCO)CC2)cc1	2%	-3	0	.	-6%	13	-4%	3%	-11%	10
5	C=CCC1(CC=C)CCCN1C(=O)CC1C(=O)NCCN1Cc1ccccc1OC (stereo not drawn)	-7%	16	-4	-1%	5%	-20	9%	-7%	2%	-7
6	O=C(O)CN1C(=O)/C(=C/C=C/c2ccccc2)SC1=S	1%	.	10	-5%	1%	5	1%	-16%	-5%	-5
7	COc1ccc(CNCCSc2nnnn2C)cc1OC	?	-6	2	-2%	-1%	2	-3%	7%	-7%	4
8	Cc1cccc(NC(=O)c2ccc3ccccc3n2)n1	-9%	31	-5	-2%	-2%	-5	-1%	-7%	14%	3
9	O=C(NC(=S)N1CCc2ccccc21)C1CCC1	0%	6	0	0%	2%	-2	-1%	24%	0%	13
10	Cc1cc(C(=O)Nc2c(C)nn(Cc3c(Cl)cccc3Cl)c2C)no1	1%	7	1	2%	1%	0	2%	4%	0%	5
11	Cc1ccc(NC(=O)CSc2nnc(-c3ccco3)c(-c3ccco3)n2)cc1	?	-9	-18	5%	-27%	-9	-1%	-20%	-4%	-6
12	COc1ccc(C(=O)NCC(=O)N/N=C/c2c(C)[nH]c3ccccc23)cc1OC	4%	17	-10	3%	-5%	7	-1%	-2%	-4%	13
13	O=C(O)c1ccc(C(=O)O)c(C(=O)c2ccc(NC(=O)c3ccccc3)cc2)c1	1%	-23	9	.	-20%	6	-3%	-5%	0%	-13
14	COc1ccc(NC(=O)C(c2ccc(C)cc2)N(C)C(=O)CNC(C)=O)cc1 (stereo not drawn)	17%	20	3	2%	-4%	4	1%	-7%	1%	-5
15	COc1cscc1C(=O)O	1%	10	0	-2%	-1%	6	3%	2%	1%	-19
16	CCOC(=O)Nc1ccc2c(c1)OCO2	-15%	-2	1	-2%	1%	-7	.	-5%	3%	6
17	CC1(C)Cc2c(c(N3CCOCC3)nc3sc(C(=O)Nc4ccccc4)c(N)c23)CO1	-6%	0	.	-4%	-1%	-15	6%	-3%	9%	13
18	Cc1c(CNCCc2ccccc2)c(C(=O)O)c(C)n1-c1ccccc1	?	-1	6	2%	-1%	3	-4%	-5%	-8%	-10
19	O=c1[nH]c(=O)c2ccccc2o1	.	1	.	.	.	.	-3%	-7%	.	-5
20	COc1ccc2[nH]c(=O)c(CN(Cc3nnnn3Cc3ccccc3)CC3CCCO3)cc2c1 (stereo not drawn)	?	13	-4	2%	-3%	15	-1%	-7%	6%	-8
21	CS(=O)(=O)N(CC(=O)NC1CCCCC1)Cc1ccc(Cl)cc1	18%	-1	0	0%	6%	7	0%	0%	18%	0
22	CC(=O)c1ccc(NC(=O)COC(=O)C2CCN(S(=O)(=O)c3cccs3)CC2)cc1	1%	-3	.	.	2%	9	-3%	.	0%	-28
23	CCOc1ccc(C(=O)Nc2nncs2)cc1OCC	-2%	1	1	1%	-4%	0	1%	-1%	7%	-1
24	O=C(CCN1C(=O)c2ccccc2S1(=O)=O)N1CCN(c2cccc(Cl)c2)CC1	1%	-2	.	.	-18%	-14	-4%	.	2%	17
25	CC(C)(C)NC(=O)CN(C(=O)CS(=O)CC(=O)Nc1ccc(F)cc1)c1ccc(F)c(Cl)c1 (stereo not drawn)	-2%	-14	1	0%	3%	0	.	1%	-2%	-4
26	CSCCC(NC(N)=O)C(=O)NCC1CCCCC1 (stereo not drawn)	?	4	2	-3%	1%	6	-4%	5%	7%	-3
27	CCOC(=O)/C(=C\c1ccc(OC(F)F)cc1)C1=Nn2c(nnc2-c2ccc(Cl)cc2)SC1	?	-78*	-8	-4%	0%	-24	5%[46.1 µM]	15%	35%	27
28	c1ccc(N2CCN(c3nc(-c4cccs4)nc4ccccc34)CC2)cc1	7%	-17	2	1%	3%	-8	-5%[46.1 µM]	-5%	1%	-11
29	CC(C)N(Cc1ccccc1)C(=O)COC(=O)c1ccc(S(=O)(=O)N2CCOCC2)cc1	1%	5	.	.	0%	15	-2%	.	-5%	19
30	CCN(CC)c1ccc(NC(=O)Nc2ccccc2C(F)(F)F)cc1	10%	1	3	-2%	1%	37	-1%	-10%	12%	-10
31	COc1ccc(NC(=O)CN(C)C(=O)CNC(=O)c2sc3ccccc3c2Cl)cc1	-17%	3	.	.	4%	-4	-3%	.	-1%	-5
32	CC(C)(C)NC(=S)N/N=C/c1cccnc1	?	-1	-1	4%	-2%	3	3%	-6%	-18%	7
33	Cn1c(CO)cnc1SCc1ccc(Cl)cc1	?	29	-9	-2%	0%	7	-6%	-2%	1%	2
34	O=C(Cn1nc(-c2ccccc2)ccc1=O)NCC1COCCO1 (stereo not drawn)	1%	4	0	-2%	1%	-13	6%[46.1 µM]	-16%	5%	-1
35	Cc1nnc(SCC(=O)NNC(=O)c2ccccc2)n1Cc1ccccc1	0%	20	.	.	1%	-2	7%[46.1 µM]	.	-7%	-12
36	CC(C)c1ccccc1NC(=O)CSc1n[nH]c(=O)n1C1CC1	-1%	0	.	.	5%	-4	2%	.	2%	0
37	Cc1ccccc1C(=O)c1cccn1CC(=O)NC(C)c1ccccc1 (stereo not drawn)	0%	2	1	-11%	2%	9	0%	6%	4%	-18
38	O=C(NC1CCCCC1)C(Cc1ccccc1)NS(=O)(=O)c1cccs1 (stereo not drawn)	-14%	-8	3	3%	1%	-7	1%	1%	.	5
39	CC(=O)NNc1nc(-c2ccccc2)cs1	?	0	0	-2%	-4%	-5	.	4%	0%	5
40	Cc1ccc(NS(=O)(=O)c2ccc(-c3ccc(=O)[nH]n3)o2)cc1N(C)C	-14%	-2	.	1%	-1%	37	1%	12%	12%	-10
41	Cc1cc(=O)oc2cc(OC(C)C(=O)N3CCCc4ccccc43)ccc12 (stereo not drawn)	-10%	0	4	0%	-13%	10	4%	-2%	2%	-8
42	COc1ccc(-c2noc(-c3ccccc3Cl)n2)cc1OC	?	-10	4	-6%	-5%	-36	-1%	-7%	21%	6
43	N#Cc1cc(-c2ccccc2)oc1/N=C/c1ccccc1O	?	-3	2	-1%	-10%	5	5%	-5%	0%	-7
44	O=C(/C=C/c1ccc(F)cc1)NC(Cc1c[nH]c2ccccc12)C(=O)O (stereo not drawn)	3%	3	7	3%	0%	1	-2%	2%	-4%	-18
45	CN(C(=O)Cn1c(=O)oc2ccccc21)C1CCCCC1	-2%	1	.	.	-1%	4	-2%	.	-2%	-5
46	NS(=O)(=O)c1cccc(NC(=O)CCS(=O)(=O)c2ccc(Cl)cc2)c1	?	-10	3	-2%	1%	-19	13%	9%	16%	30[activator]
47	CCCc1nc2c([nH]1)c(=O)n(C)c(=O)n2C	11%	19	1	-2%	4%	-4	2%	1%	1%	10
48	COc1ccccc1-c1cn[nH]c1-c1ccc(OCc2ccc([N+](=O)[O-])cc2)cc1O	3%	5	7	5%	-3%	-8	2%	5%	0%	-8
49	CC(=O)c1cc(F)c(N2CCN(C(=O)Cc3ccccc3)CC2)cc1C	-14%	13	9	0%	3%	15	1%	2%	18%	4
50	Oc1ccccc1C1=Nc2ccccc2N=C(c2ccco2)C1	-8%	-3	-17	0%	-10%	7	-8%	5%	-3%	2
51	COc1ccccc1NC(=O)C1Cc2ccccc2CN1C(=O)c1ccco1 (stereo not drawn)	-4%	0	-3	-1%	0%	0	2%	6%	1%	3
52	CCn1c2ccccc2c2cc(NC(=O)CNCc3ccccc3OC)ccc21	?	-13	1	-3%	1%	-2	-3%	5%	2%	-16
53	CC1(C#CC[N+]2(C)CCCCC2)CCC2C(O1)c1ccccc1OC2(C)C (stereo not drawn)	?	.	-3	-3%	4%	13	-2%	6%	-2%	-6
54	Cc1ccc2c(C)c(C(=O)Nc3c(C)n(C)n(-c4ccccc4)c3=O)oc2c1	2%	-3	3	3%	0%	-10	-1%	2%	-7%	-8

Compounds as they come (roughly 1.6% active in at least one column).
